# High-throughput results: PubChem, several laboratories
# CYP2C19 act = activators of human cytochrome P450 2C19; AID 1025; activation factor at 5 µM; 96,000 tested, under 10 active; recombinant CYP2C19, luciferin-H EGE luminescence; hits give high values; 0 = fully inhibited enzyme, 1 = untreated enzyme;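 active = activation factor of at least 2 at 5 µM in the primary screen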;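 note: 0 = wells with 2.5 mM tranylcypromine and 1 = vehicle-only wells; values of inactives mirror those of a sister screen read the other way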
# Target sequence (P33261 whole entry, looked up): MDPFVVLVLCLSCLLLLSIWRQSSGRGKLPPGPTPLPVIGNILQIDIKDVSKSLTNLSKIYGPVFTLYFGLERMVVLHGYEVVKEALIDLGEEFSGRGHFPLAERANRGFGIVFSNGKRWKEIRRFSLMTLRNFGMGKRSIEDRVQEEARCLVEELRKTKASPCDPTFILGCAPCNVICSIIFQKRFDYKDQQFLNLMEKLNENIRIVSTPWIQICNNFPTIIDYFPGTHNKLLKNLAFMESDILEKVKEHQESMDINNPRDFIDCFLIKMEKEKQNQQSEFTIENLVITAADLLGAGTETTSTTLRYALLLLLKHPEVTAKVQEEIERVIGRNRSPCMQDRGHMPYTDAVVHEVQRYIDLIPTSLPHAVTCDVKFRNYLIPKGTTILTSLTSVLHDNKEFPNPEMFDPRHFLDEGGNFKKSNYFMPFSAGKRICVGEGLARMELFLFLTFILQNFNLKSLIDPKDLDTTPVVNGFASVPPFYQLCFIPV
# PLAP act = activators of human placental alkaline phosphatase; purified PLAP enzyme, luminescent substrate read-out; hits give high values; activation fold at 20 µM; hit rate 1.2% among 96,000; AID 696; in the data active = activation fold above about 2
# CYP2C19 inhib = blocks human cytochrome P450 2C19 | P33261 | CYP2C19 Supersomes, luciferin-H EGE luminescence, 30 min | inhibition, % at 5 µM | hit rate 21% among 96,000 | AID 778;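 active = CYP2C19 inhibition above a set limit at 5 µM in the primary screen, cut at about 50% in these data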;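 note: plate controls were negative control wells for no effect and 2.5 mM tranylcypromine positive control for full effect; values of inactives mirror those of a sister screen read the other way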
# PLK1 kinase inh = PLK1 (human) kinase inhibition. P53350. recombinant PLK1 kinase, TR-FRET peptide phosphorylation. inhibition, % at 10 µM. hit rate 0.53% among 97,000. AID 619;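 active = inhibition of 50% or more in the single-concentration screen; inactive = inhibition below 50%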;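 note: 0% = DMSO max control and 100% = H-89 dihydrochloride min control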
# EphB4 ephrin blk = blocks human EphB4 binding to ephrin-B2; P54760; hit rate 0.15% among 97,000; EphB4 LBD / TNYL-RAW-Alexa532 peptide, fluorescence polarization; inhibition, % at 7 µM;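 active = inhibition above the screen-wide mean inhibition plus 3 SD, cut at about 15% in these data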;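 note: 0% = DMSO wells and 100% = excess unlabeled TNYL-RAW peptide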
# HIV Rev-RRE inh = HIV Rev-RRE protein-RNA interaction inhibition; P05866; Rev peptide-RRE RNA binding, FRET; inhibition, % at 8 µM; hit rate 0.79% among 97,000; AID 704;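 active = inhibition above the screen-wide mean plus 3 SD, cut at about 35% in these data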;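 note: 0% = median DMSO wells and 100% = median Neomycin B control wells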
#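 assay system = Cy5-tagged RRE RNA duplex with fluorescein-tagged Rev peptide | incubation = 5 + 15 min at 25 °C | also added = labelled Rev peptide | measure = % inhibition of FRET ratio versus controls | benchmarks = DMSO wells as 0% and neomycin B wells as 100% inhibition | measured by = FRET fluorescence readout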
# CYP2C9 inhib = inhibitors of human CYP2C9. CYP2C9 Supersomes, luciferin-H conversion, luminescence. P11712. inhibition, % at 5 µM. hit rate 20% among 96,000;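 active = blocking of liver enzyme CYP2C9 beyond about 50% at 5 µM, limit read from the data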; note: values of inactives mirror those of a sister screen read the other way
# Target sequence (P11712 whole entry, looked up): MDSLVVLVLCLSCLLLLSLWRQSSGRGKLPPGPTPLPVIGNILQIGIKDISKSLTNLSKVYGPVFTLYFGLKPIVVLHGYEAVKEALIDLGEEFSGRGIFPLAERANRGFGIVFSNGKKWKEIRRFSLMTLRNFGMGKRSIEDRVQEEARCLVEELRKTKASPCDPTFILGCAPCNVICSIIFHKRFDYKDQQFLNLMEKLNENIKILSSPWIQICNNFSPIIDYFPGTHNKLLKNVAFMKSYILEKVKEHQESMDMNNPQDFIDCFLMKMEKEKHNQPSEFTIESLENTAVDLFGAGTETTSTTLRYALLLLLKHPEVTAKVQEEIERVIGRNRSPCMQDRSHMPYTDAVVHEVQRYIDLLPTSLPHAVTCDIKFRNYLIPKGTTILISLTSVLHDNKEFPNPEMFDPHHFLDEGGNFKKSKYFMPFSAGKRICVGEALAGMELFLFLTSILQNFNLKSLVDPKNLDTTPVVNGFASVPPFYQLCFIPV
# PLK1 PBD inh = Plk1 (human) PBD binding inhibition; P53350; inhibition, %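 (tested at about 20 µM)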; hit rate 0.13% among 97,000; Plk1 PBD phosphopeptide binding, fluorescence polarization; in the data active = inhibition above about 34%, passing the limit was not always enough
# CYP2C9 activ = CYP2C9 (human) activation; P11712; recombinant CYP2C9, luciferin-H conversion, luminescence; hits give high values; factor 1 = untreated enzyme, 0 = blocked; activation factor at 5 µM; hit rate 1.4% among 96,000; AID 1024;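 active = activation factor of 2 or more for CYP2C9 at a 5 µM dose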;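 note: 0 = sulfaphenazole-blocked wells and 1 = vehicle-only wells; values of inactives mirror those of a sister screen read the other way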
# Active calls of the source: *; nt = no result given.
[1] CC(C)(C)NC(=O)C(c1ccncc1)N(Cc1cccs1)C(=O)Cn1nnc(-c2ccc(F)cc2)n1 (stereo unspecified)
[2] CN(C1CCS(=O)(=O)C1)S(=O)(=O)c1ccc(N2CCCC2=O)cc1 (stereo unspecified)
[3] O=C(C1CCC1)N1CCc2cc(S(=O)(=O)NCc3ccco3)ccc21
[4] Cc1ccc(-c2nn3c(-c4ccco4)nnc3c3ccccc23)cc1S(=O)(=O)N1CCOCC1
[5] CCCCn1c(CNC(=O)CC)nc2ccccc21
[6] O=C(CSc1nc(C2CC2)nc2ccccc12)N1CCc2ccccc2C1
[7] Cc1ccc(SCCNC(=O)c2ccccc2C)cc1
[8] C=CCn1c(SCC(=O)c2ccc(Cl)s2)nc2ccccc2c1=O
assay / compound	1	2	3	4	5	6	7	8
PLK1 kinase inh	-5	-12	-9	nt	nt	-3	0	-11
CYP2C19 inhib	nt	-2	27	6	-14	-3	90*	27
CYP2C9 inhib	nt	17	48	17	-20	9	89*	35
PLK1 PBD inh	8	5	-14	nt	nt	-14	-13	-11
PLAP act	nt	0.9	0.7	1	1	1	0.9	0.8
CYP2C19 act	nt	1	0.7	0.9	1.1	1	0.1	0.7
EphB4 ephrin blk	-1	-6	5	nt	nt	1	-5	-6
CYP2C9 activ	nt	0.8	0.5	0.8	1.2	0.9	0.1	0.6
HIV Rev-RRE inh	16	7	10	nt	nt	3	4	3

[9] Cc1ccc(C(=O)OCC(=O)NCc2ccco2)cc1
[10] COc1ccc(N2C3=[N+](CC2(C)O)c2ccccc2CC3)cc1 (stereo unspecified)
[11] O=C(CN1CCN(Cc2ccc3c(c2)OCO3)CC1)N1CCc2[nH]c3ccccc3c2C1
[12] CCC(=O)Nc1ccc(C(=O)OCC(=O)c2ccc(C)c([N+](=O)[O-])c2)cc1
[13] O=C(CCCN1C(=O)c2ccccc2C1=O)Nc1nncs1
[14] Cc1ccc(-n2c(C)cc(C3N=C(N)Nc4nc5ccccc5n43)c2C)c(C)c1 (stereo unspecified)
[15] O=C1c2ccccc2C(O)(c2ncc[nH]2)N1CCc1ccccc1 (stereo unspecified)
[16] COc1ccc(NC(=O)CSc2nc(N)c(C#N)cc2C#N)cc1
assay / compound	9	10	11	12	13	14	15	16
PLK1 kinase inh	-1	-9	-9	-2	nt	7	-11	62*
CYP2C19 inhib	6	21	40	-7	0	61*	92*	-6
CYP2C9 inhib	38	15	24	-20	10	77*	-1	41
PLK1 PBD inh	-17	-16	11	-20	nt	-9	25	0
PLAP act	1.1	0.8	1.5	1.1	0.9	5.4	1.3	1.1
CYP2C19 act	0.9	0.8	0.6	1.1	1	0.4	0.1	1.1
EphB4 ephrin blk	-5	-2	1	9	nt	1	5	4
CYP2C9 activ	0.6	0.9	0.8	1.2	0.9	0.2	1	0.6
HIV Rev-RRE inh	-3	5	2	-1	nt	2	11	19

[17] CCn1c(SCC(=O)N2CCCC2)nc2ccccc2c1=O
[18] O=c1c(Cl)c(NCCCO)cnn1-c1nc2ccccc2[nH]1
[19] CN1OC2C(=O)N(c3ccccc3)C(=O)C2C1c1ccc(F)cc1 (stereo unspecified)
[20] COc1nc2ccc(C)cc2cc1-c1noc(-c2cccnc2)n1
[21] COc1ccc(Nc2ncc3c(n2)CC(c2ccc(C)cc2)CC3=O)cc1 (stereo unspecified)
[22] Cc1ccc(S(=O)(=O)N/N=C/c2cccn2-c2ccc(Cl)cc2)cc1
[23] COc1ccc(CCNC(=O)C2CCN(S(=O)(=O)c3ccc(OC)c(OC)c3)CC2)cc1
[24] O=C(NC1CC2CCC1C2)C1CCN(S(=O)(=O)c2ccc(-c3nn[nH]n3)cc2)CC1 (stereo unspecified)
assay / compound	17	18	19	20	21	22	23	24
PLK1 kinase inh	-2	-4	-5	-8	-6	-6	-2	-5
CYP2C19 inhib	5	46	24	1	13	nt	2	-17
CYP2C9 inhib	31	5	-1	30	40	nt	-30	87*
PLK1 PBD inh	-35	-1	4	-10	4	-3	9	-30
PLAP act	1.3	1.1	1.1	1	1.1	nt	1.2	1.2
CYP2C19 act	1	0.5	0.8	1	0.9	nt	1	1.2
EphB4 ephrin blk	-11	-5	-1	-6	12	-7	-3	0
CYP2C9 activ	0.7	1	1	0.7	0.6	nt	1.3	0.1
HIV Rev-RRE inh	0	5	2	6	2	5	6	3

[25] Cc1ccc(S(=O)(=O)NC(C)CCc2ccccc2)cc1 (stereo unspecified)
[26] COc1cc(NC(=O)c2cc(-c3cccc(O)c3)on2)cc(OC)c1OC
[27] Cc1ncc([N+](=O)[O-])n1CCOC(=O)NC(NCc1ccccc1)C(Cl)(Cl)Cl (stereo unspecified)
[28] Cn1cc(-c2nnc(-c3ccccc3)o2)c2ccccc21
[29] Cc1sc2nc(SCC(=O)NCc3ccco3)n(Cc3ccccc3)c(=O)c2c1C
[30] CC(=O)N1CCc2cc(S(=O)(=O)NC(Cc3ccccc3)C(=O)NC3CCCCCC3)ccc21 (stereo unspecified)
[31] CC1CCCN(C(=O)c2ccc3c(=O)n(Cc4ccc5c(c4)OCO5)c(=S)[nH]c3c2)C1 (stereo unspecified)
[32] N#CCN1C(=S)N=C(Nc2cccc(Cl)c2)C12CCCCC2
assay / compound	25	26	27	28	29	30	31	32
PLK1 kinase inh	-12	-14	12	-11	-7	-6	-17	-6
CYP2C19 inhib	10	12	19	-6	3	35	40	24
CYP2C9 inhib	40	-45	13	-143	59*	53*	45	8
PLK1 PBD inh	24	2	0	-5	-8	22	-8	-9
PLAP act	0.8	1	0.9	1.1	1	1.2	1.4	0.9
CYP2C19 act	0.9	0.9	0.8	1.1	1	0.7	0.6	0.8
EphB4 ephrin blk	-2	1	-6	1	-1	5	-7	4
CYP2C9 activ	0.6	1.4	0.9	2.4*	0.4	0.5	0.5	0.9
HIV Rev-RRE inh	12	14	-2	1	1	11	-2	7

[33] CC(=O)OC(C(=O)NC1CCCCC1)c1ccc(Cl)cc1 (stereo unspecified)
[34] O=C(CSc1nnc(-c2cnccn2)n1Cc1ccco1)c1ccc(Cl)cc1
[35] N#Cc1c(N)[nH]c(=S)c(C#N)c1-c1ccccc1
[36] CCOC(=O)c1sc(=NC(=O)c2ccc(S(=O)(=O)N3CC(C)OC(C)C3)cc2)n(C)c1C (stereo unspecified)
[37] CCC(C)NC(=O)N[C@@H](CCSC)C(=O)O (stereo partly specified)
[38] O=C(O)c1ccc2c(c1)-c1nc3ccccc3n1C2=O
[39] COc1ccc(C(=O)/C=C/Nc2c(C)n(C)n(-c3ccccc3)c2=O)cc1OC
[40] CCCCOCCCNC(=O)c1ccc(OCC)cc1
assay / compound	33	34	35	36	37	38	39	40
PLK1 kinase inh	-13	-4	-9	-16	-2	-7	-11	-9
CYP2C19 inhib	17	27	8	7	-2	-2	7	14
CYP2C9 inhib	-50	59*	16	2	9	9	-6	5
PLK1 PBD inh	18	1	18	23	-35	-10	-14	-19
PLAP act	0.9	0.8	1	1	0.9	0.8	1.3	0.9
CYP2C19 act	0.8	0.7	0.9	0.9	1	1	0.9	0.9
EphB4 ephrin blk	0	-1	4	2	-11	3	7	-4
CYP2C9 activ	1.5	0.4	0.8	1	0.9	0.9	1.1	0.9
HIV Rev-RRE inh	0	2	15	-1	3	9	7	1

[41] CCOC(=O)C(O)(CC(=O)Nc1cc(F)ccc1C)C(F)(F)F (stereo unspecified)
[42] NC(=O)C1CCCN(S(=O)(=O)c2ccccc2)C1 (stereo unspecified)
[43] Cc1ccnn2cc3c(=O)n(C)c(=O)n(C)c3c12
[44] Cc1ccc(C)c(N(C(=O)Cn2nnc(-c3cccs3)n2)C(C(=O)NC2CCCC2)c2ccncc2)c1 (stereo unspecified)
[45] CCc1nc(N2CCOCC2)c(C#N)c2c1COC(C)(C)C2
[46] Cc1ccc2[nH]c3c(NCCN4CCOCC4)ncnc3c2c1
[47] Cc1ccc(-n2c(C)cc(/C=N/Nc3ccc([N+](=O)[O-])cn3)c2C)c(C)c1
[48] CCOc1ccc(C2N(c3ccc(F)cc3)C(=O)C3CCCN32)cc1OC (stereo unspecified)
assay / compound	41	42	43	44	45	46	47	48
PLK1 kinase inh	-6	-14	-2	-7	-9	nt	-9	-5
CYP2C19 inhib	nt	23	-2	3	60*	9	0	66*
CYP2C9 inhib	nt	-19	17	2	12	4	13	40
PLK1 PBD inh	-25	-8	1	-12	-3	nt	2	-15
PLAP act	nt	1	1	1.2	1.4	1	1	1.7
CYP2C19 act	nt	0.8	1	1	0.4	0.9	1	0.3
EphB4 ephrin blk	3	1	1	-3	0	nt	11	6
CYP2C9 activ	nt	1.2	0.8	1	0.9	1	0.9	0.6
HIV Rev-RRE inh	4	6	4	-1	7	nt	32	10

[49] Cc1nc2ccccc2n1C1CC(=O)N(Cc2ccccc2)C1=O (stereo unspecified)
[50] N#CC(C(=O)O)=C1CCCC1
[51] Cc1onc(-c2ccccc2Cl)c1C(=O)N1CCN=C1SCc1cccnc1
[52] Cc1ccsc1/C=N/N1CCN(C2c3ccccc3-c3ccccc32)CC1
[53] C/C=C/c1ccc(OCCCN2C(=O)NC(C)(C)C2=O)c(OC)c1
[54] COc1ccc(-c2nnn(CC(=O)N(C3CCCCC3)C(C)C(=O)NC3CCCC3)n2)cc1OC (stereo unspecified)
[55] COc1cccc(-c2nc(CS(=O)(=O)CC(=O)N3CCN(C)CC3)c(C)o2)c1
[56] CCOC(=O)N1CCC(NC(=O)CCc2cn(C)c3ccccc23)CC1
assay / compound	49	50	51	52	53	54	55	56
PLK1 kinase inh	-17	-7	-6	-2	nt	-1	-9	5
CYP2C19 inhib	31	3	97*	29	29	83*	nt	16
CYP2C9 inhib	32	1	94*	88*	20	68*	nt	-32
PLK1 PBD inh	-21	24	-19	-9	nt	-2	-24	-16
PLAP act	0.9	1	0.9	0.9	1.3	2*	nt	1.1
CYP2C19 act	0.7	1	0	0.7	0.7	0.2	nt	0.8
EphB4 ephrin blk	-3	-6	4	-4	nt	0	-3	8
CYP2C9 activ	0.7	1	0.1	0.1	0.8	0.3	nt	1.3
HIV Rev-RRE inh	2	1	1	-7	nt	6	0	2

[57] CCC(=O)Nc1ccc(S(=O)(=O)NCc2ccco2)cc1
[58] CC(C)(C)S(=O)c1cccs1 (stereo unspecified)
[59] CC(C)(C)NC(=O)C(c1ccco1)N(C(=O)Cn1nnc(-c2ccc(F)cc2)n1)c1ccccc1F (stereo unspecified)
[60] Cc1ccccc1NS(=O)(=O)c1cc(C(=O)NCCSC2CCCCC2)ccc1C
[61] COc1cc(C(=O)CSc2nncn2C)cc(OC)c1OC
[62] Oc1ccc(CNc2ccccc2F)c2cccnc12
assay / compound	57	58	59	60	61	62
PLK1 kinase inh	-8	-6	-12	-13	-10	7
CYP2C19 inhib	18	4	23	42	9	41
CYP2C9 inhib	-6	3	12	63*	3	-32
PLK1 PBD inh	20	-7	0	-5	-1	3
PLAP act	0.8	0.9	1.4	1.3	1.3	1.1
CYP2C19 act	0.8	1	0.8	0.6	0.9	0.6
EphB4 ephrin blk	9	7	-6	1	3	-4
CYP2C9 activ	1.1	1	0.9	0.4	1	1.3
HIV Rev-RRE inh	9	11	0	10	8	-1
